Compound activity deposited in PubChem by National Center for Advancing Translational Sciences (NCATS).
FLuc inh – qHTS Assay for Inhibitors of Firefly Luciferase. purified firefly luciferase, luminescence, 8 min. Potency, µM (series often up to 57.1 µM), for the others: at the highest dose activity change, negative = inhibition, hits mostly inhibitors. 2.2% of 72,000 active. AID 411, 2009; also: potency is read from the fitted curve at half-maximal effect; % is scaled to controls: 0 for no effect and ±100 for the full control effect; nearly all actives have a fitted effect of over 40% in size
Target sequence (P08659 whole entry, looked up): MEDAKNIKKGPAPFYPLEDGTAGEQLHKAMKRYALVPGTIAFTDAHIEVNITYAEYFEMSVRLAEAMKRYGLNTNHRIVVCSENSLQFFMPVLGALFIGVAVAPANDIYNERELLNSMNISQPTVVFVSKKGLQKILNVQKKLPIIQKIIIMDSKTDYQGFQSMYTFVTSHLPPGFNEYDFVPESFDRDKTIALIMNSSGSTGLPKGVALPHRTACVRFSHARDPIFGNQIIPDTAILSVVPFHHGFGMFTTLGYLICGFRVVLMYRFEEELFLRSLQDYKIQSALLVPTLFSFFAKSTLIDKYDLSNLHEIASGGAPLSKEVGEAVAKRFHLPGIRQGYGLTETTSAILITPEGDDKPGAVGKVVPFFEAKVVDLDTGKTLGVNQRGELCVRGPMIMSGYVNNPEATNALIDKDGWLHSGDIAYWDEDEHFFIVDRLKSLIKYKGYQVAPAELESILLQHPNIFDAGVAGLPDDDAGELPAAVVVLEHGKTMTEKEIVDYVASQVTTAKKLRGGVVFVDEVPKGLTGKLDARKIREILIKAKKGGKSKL
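Compounds were tested as concentration series (qHTS) against purified P. pyralis luciferase with luciferin and 10 uM ATP in 50 mM imidazole pH 7.2, 50 mM KCl, 7 mM MgCl2, 0.01% Tween 20, 0.05% BSA. Luminescence was read after 8 min at ambient temperature.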
USP2a inh – qHTS Assay for Inhibitors of Ubiquitin-specific Protease USP2a. USP2a enzymatic assay, qHTS inhibition. Potency, µM (titrated, usually from 38.3 µM), inactives show at the highest dose activity change, negative = inhibition, most hits filed as inhibitors. 0.1% of 60,000 active;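 also: potency is read from the fitted curve at half-maximal effect; nearly all actives have a fitted effect of over 60% in size; plate controls were DMSO for no effect and NEM full inhibition control for full effect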
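Coupled readout: USP2-cleaved Ub-PLA2 (20nM final) turns over NBD C6-HPC (20uM final), Ex 460nm/Em 535nm after 2.5 h, time-zero read flagging artifacts. Enzyme (20nM final, pH 8.0 Tris) given 30 min RT with compound first; NEM defines full inhibition.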
HADH2 inhib – qHTS Assay for Inhibitors of HADH2 (Hydroxyacyl-Coenzyme A Dehydrogenase, Type II) | 3-hydroxyacyl-CoA dehydrogenase type-2 (Homo sapiens), Q99714 | recombinant HADH2, NADH fluorescence, beta-hydroxybutyryl-CoA | Potency, µM (titrated, usually from 57.1 µM), for inactives: at the highest dose activity change, negative = inhibition, usual class: inhibitors | 3.4% of 73,000 active | AID 886, 2007; also: potency is read from the fitted curve at half-maximal effect; % is scaled to controls: 0 for no effect and ±100 for the full control effect; nearly all actives have a fitted effect of over 60% in size; many of its hits are not listed in these tables
Target sequence (Q99714 whole entry, looked up, one chain of several): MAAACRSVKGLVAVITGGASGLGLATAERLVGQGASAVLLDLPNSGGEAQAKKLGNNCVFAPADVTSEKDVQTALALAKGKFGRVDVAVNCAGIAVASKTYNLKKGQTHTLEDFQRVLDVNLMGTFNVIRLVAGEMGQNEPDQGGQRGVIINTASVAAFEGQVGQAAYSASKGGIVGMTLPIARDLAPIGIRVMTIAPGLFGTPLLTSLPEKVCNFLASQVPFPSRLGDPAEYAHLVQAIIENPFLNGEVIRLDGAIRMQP
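Read-out: 360 nm excitation, 450 nm emission, kinetic over 4 min. Conditions: His-tagged human HADH2 20 nM, pH 9.0 Tris with Tween-20, 1 mM NAD+, 90 uM beta-hydroxybutyryl-CoA.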
Fluorescein autfl – qHTS Assay for Spectroscopic Profiling in Fluorescein Spectral Region; Compound autofluorescence, 480/540 nm, fluorescein-equivalent; stronger effect = higher value; max fluorescein-equivalent concentration, M; 0.91% of 59,000 active; in the data active = max fluorescein-equivalent concentration above about 10 nM; inconclusive = between about 1.1 nM and that limit
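Values reflect compound autofluorescence, normalized to fluorescein on the same plate and reported at each tested concentration. Conditions: 100 mM Tris pH 8.0, room temperature, 15 min, excitation 480 nm, emission 540 nm.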
Rhodamine fluor – qHTS Assay for Spectroscopic Profiling in Rhodamine Spectral Region; 0.05% of 59,000 active; Rhodamine-region fluorescence, 547/598 nm, Tris buffer; stronger effect = higher value; max dye-equivalent concentration, M; in the data active = max dye-equivalent concentration above about 11 nM; inconclusive = between about 1.1 nM and that limit
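A six-point rhodamine series on each plate calibrates the signal. Compounds sit in 100 mM Tris (pH 8.0) for 15 min at ambient temperature before imaging through 547 nm/598 nm filters.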
Tau fil binding – qHTS Assay for Tau Filament Binding. Microtubule-associated protein tau (Homo sapiens), P10636. recombinant tau filaments, thioflavin S fluorescence, 15 h; filaments grown with octadecylsulfate alongside compound. Potency, µM (titrated, usually from 57.1 µM), inactives show top-dose activity change, negative = inhibition. 2% of 71,000 active. AID 596, 2007;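 also: potency is read from the fitted curve at half-maximal effect; % is scaled to controls: 0 for no effect and ±100 for the full control effect; actives lower thioflavin S fluorescence by blocking filaments or displacing dye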
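Thioflavine S fluorescence (ex 450, em 510 nm) reports filaments formed from 1 uM human tau plus 30 uM ODS over 15 h at 37 C (10 mM HEPES pH 7.4, 100 mM NaCl, 5 mM DTT); compounds displacing dye or blocking filaments lower signal.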
Casp1 inh – qHTS Assay for Allosteric/Competitive Inhibitors of Caspase-1; Caspase-1 enzyme, Ac-WEHD-AFC fluorogenic rate; Potency, µM (series often up to 57.5 µM), inactives show at the highest dose activity change, negative = inhibition, usual class: inhibitors; 0.03% of 75,000 active; AID 900, 2007;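 also: potency is read from the fitted curve at half-maximal effect; plate controls were vehicle for no effect and no substrate for full effect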
Target sequence (P29466 120-297 limits assumed): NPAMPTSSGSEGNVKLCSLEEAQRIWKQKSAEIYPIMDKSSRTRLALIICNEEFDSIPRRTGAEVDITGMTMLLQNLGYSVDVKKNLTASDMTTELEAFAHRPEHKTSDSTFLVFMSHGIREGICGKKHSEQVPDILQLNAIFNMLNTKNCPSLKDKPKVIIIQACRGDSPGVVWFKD
Target sequence (P29466 317-404 limits assumed): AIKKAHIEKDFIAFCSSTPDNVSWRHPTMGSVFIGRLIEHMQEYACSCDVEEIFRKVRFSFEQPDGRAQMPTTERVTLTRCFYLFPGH
Caspase-7 inhib – qHTS Assay for Allosteric/Competitive Inhibitors of Caspase-7; recombinant caspase-7, Ac-DEVD-AFC fluorescence rate; Potency, µM (titrated, usually from 57.5 µM), for the others: top-dose activity change, negative = inhibition, hits mostly inhibitors; 0.02% of 75,000 active; active = well fitted inhibition curve with a large enough effect in the main read-out, with a control signal flat, not every such curve was filed as active; inconclusive = small, poorly fitted or top-dose-only effect, or a change in a side signal; also: potency is read from the fitted curve at half-maximal effect; % of control where 0% means no effect
ERK AVP block – qHTS Assay for Inhibitors of the ERK Signaling Pathway using a Homogeneous Screening Assay; AID 995, 2007; HEK293-V1b, vasopressin-stimulated pERK AlphaScreen; Potency, µM (series often up to 57.5 µM), inactives show at the top dose activity, negative = inhibition, hits mostly inhibitors; 0.99% of 72,000 active; also: potency is read from the fitted curve at half-maximal effect; % is scaled to controls: 0 for no effect and ±100 for the full control effect; nearly all actives have a fitted effect of over 55% in size
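V1b-HEK293 cells; cpd 30 min 37C; 25 nM vasopressin 5 min; lyse 10 min; AlphaScreen beads 5 hr RT. Normalized to DMSO basal and 25 nM vasopressin; AC50 by Hill fit.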
Texas Red fluor – qHTS Assay for Spectroscopic Profiling in Texas Red Spectral Region. Compound fluorescence, Texas Red channel, 547/618 nm; stronger effect = higher value. max dye-equivalent concentration, M. 0.06% of 59,000 active. AID 587, 2007; in the data active = max dye-equivalent concentration above about 10 nM; inconclusive = between about 1.1 nM and that limit
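Compound titrations in 100 mM Tris pH 8.0 were incubated 15 min at room temperature and read at 547 nm excitation / 618 nm emission. Texas Red six-point standard curve on each plate converted fluorescence to dye-equivalent concentration.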
HEK293 cAMP ctrl – qHTS Assay for Agonists of the Thyroid Stimulating Hormone Receptor: Activators of Intracellular cAMP Concentrations in Parental HEK 293; parental HEK293 CNG cAMP sensor, membrane potential fluorescence; Potency, µM (highest dose often 57.1 µM), for inactives: at the highest dose activation, usual class: activators; 2.5% of 73,000 active; also: potency is read from the fitted curve at half-maximal effect; % of control where 0% means no effect; nearly all actives have a fitted effect of over 55% in size
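Parental HEK 293 cells stably expressing a cAMP-gated CNG channel were loaded with membrane potential dye containing 100 uM RO 20-1724 for 60 min. Compound added for 30 min; depolarization read as fluorescence intensity at 590 nm.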
Active calls of the source: *; [ ] = dose if it differs, or a comment. Unless noted, calls follow the shape of the dose curve; as a rule, active = well fitted curve in the direction sought with a large enough effect; inconclusive = small, poorly fitted or top-dose-only effect, or another doubt; inactive = no such curve, though single readings can be large; an effect the other way counts as inactive or inconclusive. A portion of the library; the hit share may differ from the screen's.

The opening 2 records, to show the layout:
Screening Cn1c(SCC(=O)N2CCCc3ccccc32)nnc1-c1cccs1 returned FLuc inh 2%, USP2a inh -2%, HADH2 inhib -8%, Fluorescein autfl inactive, Rhodamine fluor inactive, Tau fil binding -8%, Casp1 inh -1%, Caspase-7 inhib 3%, ERK AVP block 7%, Texas Red fluor inactive and HEK293 cAMP ctrl inconclusive.
For CC1=NN(c2ccccc2)C(=O)[C@@H]1N=Nc1ccc(S(N)(=O)=O)cc1 the results were FLuc inh -1%[11.4 µM], HADH2 inhib -2%[11.4 µM], Fluorescein autfl inconclusive, Rhodamine fluor inactive, Tau fil binding 4µM*, Casp1 inh 2%[11.5 µM], Caspase-7 inhib -1%[11.5 µM], ERK AVP block 4%[11.5 µM], Texas Red fluor inactive and HEK293 cAMP ctrl -22%[11.4 µM].

The list itself, from the first entry:
Screening Cn1c(SCC(=O)N2CCCc3ccccc32)nnc1-c1cccs1 returned FLuc inh 2%, USP2a inh -2%, HADH2 inhib -8%, Fluorescein autfl inactive, Rhodamine fluor inactive, Tau fil binding -8%, Casp1 inh -1%, Caspase-7 inhib 3%, ERK AVP block 7%, Texas Red fluor inactive and HEK293 cAMP ctrl inconclusive.
For CC1=NN(c2ccccc2)C(=O)[C@@H]1N=Nc1ccc(S(N)(=O)=O)cc1 the results were FLuc inh -1%[11.4 µM], HADH2 inhib -2%[11.4 µM], Fluorescein autfl inconclusive, Rhodamine fluor inactive, Tau fil binding 4µM*, Casp1 inh 2%[11.5 µM], Caspase-7 inhib -1%[11.5 µM], ERK AVP block 4%[11.5 µM], Texas Red fluor inactive and HEK293 cAMP ctrl -22%[11.4 µM].
For Cc1ccc2c(CC(=O)N3CCc4ccccc43)coc2c1 the results were FLuc inh 20µM*, USP2a inh 15%, HADH2 inhib 1%, Fluorescein autfl inactive, Rhodamine fluor inactive, Tau fil binding -5%, Casp1 inh -2%, Caspase-7 inhib -5%, ERK AVP block 20%, Texas Red fluor inactive and HEK293 cAMP ctrl inconclusive.
COC(=O)C1=C(C)N=C2SCCC(=O)N2C1c1cccs1 (configuration not stated) was read as FLuc inh 1%, USP2a inh 1%, HADH2 inhib -13%, Tau fil binding 1%, Casp1 inh 3%, Caspase-7 inhib -2%, ERK AVP block -15% and HEK293 cAMP ctrl 7%.
For C#CCCCO/N=C1/C[C@@H](O)[C@@H](O)[C@@H]2[C@@H]3C(=O)N([C@@H](C)c4ccccc4)C(=O)[C@H]3CC[C@H]12 the results were FLuc inh 1%[11.4 µM], HADH2 inhib 11%[11.4 µM], Casp1 inh -2%[11.5 µM], Caspase-7 inhib -2%[11.5 µM], ERK AVP block 1%[11.5 µM] and HEK293 cAMP ctrl -3%[11.4 µM].
Screening Cc1cccc(N2CCN(C(=O)c3ccncc3)CC2C)c1 (configuration not stated) returned FLuc inh 0%, USP2a inh 4%, HADH2 inhib 8%, Fluorescein autfl inactive, Rhodamine fluor inactive, Tau fil binding -19%, Casp1 inh 3%, Caspase-7 inhib 1%, ERK AVP block 4%, Texas Red fluor inconclusive and HEK293 cAMP ctrl 5%.
O=C(c1noc2c1CCCC2)N1CCCCC1 was read as FLuc inh -2%, USP2a inh -16%, HADH2 inhib -6%, Fluorescein autfl inactive, Rhodamine fluor inactive, Tau fil binding -4%, Casp1 inh 0%, Caspase-7 inhib -2%, ERK AVP block 23%, Texas Red fluor inconclusive and HEK293 cAMP ctrl -2%.
`Cc1cc(NC(=O)CSc2nc3cc4c(cc3c(=O)n2CCc2ccccc2)OCO4)no1` gave FLuc inh 3%, USP2a inh 10%, HADH2 inhib 10%, Fluorescein autfl inactive, Rhodamine fluor inactive, Tau fil binding -16%, Casp1 inh 0%, Caspase-7 inhib -2%, ERK AVP block 44%, Texas Red fluor inactive and HEK293 cAMP ctrl 30%.
Cc1ccc(NC(=O)COC(=O)c2ccnn2C)cc1 was read as FLuc inh -4%, USP2a inh 7%, HADH2 inhib 1%, Fluorescein autfl inactive, Rhodamine fluor inactive, Tau fil binding -10%, Casp1 inh 2%, Caspase-7 inhib 2%, ERK AVP block -15%, Texas Red fluor inactive and HEK293 cAMP ctrl 9%.
Screening NC12CC3CC(C1)CC(CO)(C3)O2 returned FLuc inh 1%, USP2a inh 1%, HADH2 inhib -1%, Fluorescein autfl inactive, Rhodamine fluor inactive, Tau fil binding -4%, Casp1 inh 1%, Caspase-7 inhib 1%, ERK AVP block 6%, Texas Red fluor inactive and HEK293 cAMP ctrl 1%.
For CCCNS(=O)(=O)c1ccc(CCC(=O)Nc2ccc3c(c2)OCO3)cc1 the results were FLuc inh 0%, USP2a inh 13%, HADH2 inhib -5%, Fluorescein autfl inactive, Rhodamine fluor inactive, Tau fil binding -19%, Casp1 inh -3%, Caspase-7 inhib 1%, ERK AVP block -18%, Texas Red fluor inconclusive and HEK293 cAMP ctrl 11%.
Screening CC1(C)Cn2c(nnc2-c2ccccc2)S1 returned FLuc inh -2%, USP2a inh -7%, HADH2 inhib 0%, Fluorescein autfl inactive, Rhodamine fluor inactive, Tau fil binding -3%, Casp1 inh 1%, Caspase-7 inhib 0%, ERK AVP block -17%, Texas Red fluor inactive and HEK293 cAMP ctrl -1%.
Oc1c(Cl)cc(Cl)c2c1NCCC2 was read as FLuc inh -1%, USP2a inh 29%, HADH2 inhib 0.5µM*, Fluorescein autfl inactive, Rhodamine fluor inactive, Tau fil binding inconclusive, Casp1 inh -4%, Caspase-7 inhib 1%, ERK AVP block -17%, Texas Red fluor inactive and HEK293 cAMP ctrl -4%.
For CCSc1nc(C)c(CC)c(C)c1C(N)=O the results were FLuc inh 0%, USP2a inh -1%, HADH2 inhib 7%, Fluorescein autfl inconclusive, Rhodamine fluor inactive, Tau fil binding -5%, Casp1 inh 1%, Caspase-7 inhib 0%, ERK AVP block -6%, Texas Red fluor inactive and HEK293 cAMP ctrl 3%.
`CCn1c(SCC(=O)Nc2nc3ccc(OC)cc3s2)nc2c1c(=O)n(C)c(=O)n2C` gave FLuc inh 2%, USP2a inh 35%[activator], HADH2 inhib 7%, Fluorescein autfl inconclusive, Rhodamine fluor inactive, Tau fil binding -12%, Casp1 inh 2%, Caspase-7 inhib 0%, ERK AVP block inconclusive, Texas Red fluor inactive and HEK293 cAMP ctrl 17%.
`O=C(CSCC(=O)N1CCOCC1)Nc1ccccc1` gave FLuc inh 1%, USP2a inh 3%, HADH2 inhib -8%, Tau fil binding 6%, Casp1 inh -1%, Caspase-7 inhib -1%, ERK AVP block -11% and HEK293 cAMP ctrl 0%.
For CCOC(=O)C1CCN(S(=O)(=O)c2ccc(Br)c(OCC)c2)CC1 the results were FLuc inh 2%, USP2a inh 5%, HADH2 inhib 6%, Fluorescein autfl inconclusive, Rhodamine fluor inactive, Tau fil binding -16%, Casp1 inh -1%, Caspase-7 inhib -4%, ERK AVP block 8%, Texas Red fluor inactive and HEK293 cAMP ctrl 21%.
O=C(Nc1ccc(OC(=O)c2cccs2)cc1)c1ccco1 was read as FLuc inh 25µM*, USP2a inh 17%, HADH2 inhib -2%, Fluorescein autfl inactive, Rhodamine fluor inactive, Tau fil binding -16%, Casp1 inh -1%, Caspase-7 inhib -1%, ERK AVP block 17%, Texas Red fluor inactive and HEK293 cAMP ctrl 9%.
Screening CCCCSc1nnc(CCCCCNC(=O)OC(C)(C)C)o1 returned FLuc inh 3%, USP2a inh 14%, HADH2 inhib 5%, Fluorescein autfl inactive, Rhodamine fluor inactive, Tau fil binding -9%, Casp1 inh -5%, Caspase-7 inhib -2%, ERK AVP block 1%, Texas Red fluor inconclusive and HEK293 cAMP ctrl 28%.
For CCn1c(C(C)NC(=O)Cc2ccccc2)nc2ccccc21 (configuration not stated) the results were FLuc inh 2%, USP2a inh -4%, HADH2 inhib 6%, Fluorescein autfl inactive, Rhodamine fluor inactive, Tau fil binding -1%, Casp1 inh 1%, Caspase-7 inhib 1%, ERK AVP block 8%, Texas Red fluor inactive and HEK293 cAMP ctrl -1%.
For COCCNC(=O)C(c1cccc(OC)c1)N(C(=O)Cn1nnc2ccccc21)c1cccnc1 (configuration not stated) the results were FLuc inh 1%, USP2a inh -7%, HADH2 inhib inconclusive, Fluorescein autfl inactive, Rhodamine fluor inactive, Tau fil binding 2%, Casp1 inh 3%, Caspase-7 inhib 5%, ERK AVP block 6%, Texas Red fluor inconclusive and HEK293 cAMP ctrl -1%.
